15-hLO-2 inh: qHTS Assay for Inhibitors of 15-hLO-2 (15-human lipoxygenase 2) | 0.56% of 110,000 active | Polyunsaturated fatty acid lipoxygenase ALOX15B (Homo sapiens), O15296 | purified 15hLO-2, xylenol orange hydroperoxide absorbance | Potency, µM (titrated, usually from 57.1 µM), inactives show at the top dose activity change, negative = inhibition, usual class: inhibitors; further: potency means the concentration at half of the fitted maximal effect; nearly all actives have a fitted effect of over 60% in size; many of its hits are not listed in these tables
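Enzyme 50 nM, AA 45 uM, 25 mM Hepes pH 7.5 + 0.01% Triton X-100; cpd preinc 15 min RT, rxn 90 min RT; stop/detect with 200 uM XO + 300 uM Fe(II) in 50 mM H2SO4, 30 min; A573/A405.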
12-hLO inh: qHTS Assay for Inhibitors of 12-hLO (12-human lipoxygenase). AID 1452, 2008. 0.12% of 150,000 active. Polyunsaturated fatty acid lipoxygenase ALOX12 (Homo sapiens), P18054. Potency, µM (highest dose often 57.1 µM), for inactives: at the top dose activity change, negative = inhibition, most hits filed as inhibitors. purified 12-hLO, xylenol orange hydroperoxide absorbance; further: potency means the concentration at half of the fitted maximal effect; nearly all actives have a fitted effect of over 55% in size; many of its hits are not listed in these tables
Target sequence (P18054 whole entry, looked up): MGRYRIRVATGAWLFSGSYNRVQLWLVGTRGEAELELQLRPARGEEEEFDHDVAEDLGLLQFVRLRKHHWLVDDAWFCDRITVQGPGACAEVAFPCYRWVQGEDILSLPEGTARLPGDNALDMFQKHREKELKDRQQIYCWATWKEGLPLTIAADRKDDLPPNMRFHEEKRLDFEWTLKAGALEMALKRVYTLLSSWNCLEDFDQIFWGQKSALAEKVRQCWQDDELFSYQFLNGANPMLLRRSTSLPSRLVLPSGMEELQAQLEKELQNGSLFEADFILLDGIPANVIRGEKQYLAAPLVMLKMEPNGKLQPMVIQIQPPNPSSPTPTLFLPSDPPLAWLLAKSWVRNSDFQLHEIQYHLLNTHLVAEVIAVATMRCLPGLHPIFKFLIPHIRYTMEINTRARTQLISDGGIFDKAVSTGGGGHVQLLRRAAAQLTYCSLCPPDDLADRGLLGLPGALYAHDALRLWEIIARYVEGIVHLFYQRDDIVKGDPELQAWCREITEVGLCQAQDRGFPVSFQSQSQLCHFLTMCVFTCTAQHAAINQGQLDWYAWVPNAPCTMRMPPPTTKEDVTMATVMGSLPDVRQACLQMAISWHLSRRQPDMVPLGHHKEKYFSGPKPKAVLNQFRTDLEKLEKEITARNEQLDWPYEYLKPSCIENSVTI
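Hydroperoxide formation by human 12-lipoxygenase from 40 uM arachidonic acid was followed colorimetrically via ferric-xylenol orange complex, using the 573/405 nm absorbance ratio. Enzyme concentration was 150 nM, with 30 min reaction at room temperature.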
IMPase inh: qHTS Assay for Identifying the Cell-Membrane Permeable IMPase Inhibitors. AID 901, 2007. CHO-M1 cells, IP1 accumulation, HTRF TR-FRET ratio. inhibition (IP1 accumulation), % at 46.1 µM. Inositol monophosphatase 1 (Rattus norvegicus), P97697. 120,000 tested, under 10 active; active means well fitted curve in the direction sought with a large enough effect in the signal ratio, not every such curve was filed as active; inconclusive means small, poorly fitted or top-dose-only effect, or a change in a side signal; inactive means no such curve, though single readings can be large or run the other way; the % refers to the signal ratio;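 further: cells stimulated with carbachol in lithium chloride buffer; plate controls were DMSO basal wells for no effect and reference inhibitor wells for full effect; higher means more IMPase inhibition seen as more IP1 and lower FRET ratio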
Target sequence (P97697 whole entry, looked up): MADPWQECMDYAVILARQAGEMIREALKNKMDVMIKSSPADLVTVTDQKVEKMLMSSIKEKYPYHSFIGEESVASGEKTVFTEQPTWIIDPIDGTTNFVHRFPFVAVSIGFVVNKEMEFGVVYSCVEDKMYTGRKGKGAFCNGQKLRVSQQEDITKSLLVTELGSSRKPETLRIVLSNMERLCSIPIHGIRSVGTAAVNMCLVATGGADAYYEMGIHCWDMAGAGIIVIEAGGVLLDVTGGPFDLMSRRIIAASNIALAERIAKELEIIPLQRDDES
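CHO-M1, 2000 cells/well, cultured 16–30 h; cpd up to 46 uM; carbachol (50 uM solution, stimulation buffer w/ 50 mM LiCl, pH 7.4), 30 min 37C; IP-One TR-FRET, 10 min RT; Ex 320/Em 665, 620; Hill-fit AC50.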
PNC assembly inh: High Content Assay for Compounds that inhibit the Assembly of the Perinucleolar Compartment; activity change (PNC), negative = inhibition, % at 10 µM; 3.1% of 140,000 active; PC3M PTB-GFP, PNC prevalence imaging, 16 h; hits give low values;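 active means readout at or below -70, meaning at least 70% loss of cells showing the perinucleolar compartment, a nuclear body marking cancer cells; inconclusive means readout between -30 and a set limit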;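 further: plate controls were DMSO wells for no effect and camptothecin positive control wells for full effect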
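Compounds are pinned in duplicate onto adhered PC3M cells stably expressing GFP-tagged PTB and incubated 16 h at 37 C. Cells are then fixed, nuclei stained with Hoechst, and PNC-positive cells counted.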
The depositor's hits bear a star; ? = inconclusive; . = not tested or not shown; [ ] = remark or other dose. Unless noted, the call rests on the fitted dose curve; in most records, active means well fitted curve in the direction sought with a large enough effect; inconclusive means small, poorly fitted or top-dose-only effect, or another doubt; inactive means no such curve, though single readings can be large; an effect the other way counts as inactive or inconclusive. Unless noted, on the % scale 0 is the no-effect control and ±100 the full control effect. These rows are one share of the data; count on the stated rates, not on these rows.

15-hLO-2 inh,12-hLO inh,IMPase inh,PNC assembly inh,compound
3%,-3%,-7,-17,CCCc1[nH]nc2c1C(Cc1ccccc1)C(C#N)=C(N)O2 (centres undefined)
2%,4%,11,?,CCOC(=O)C1=C(Nc2cccc(Cl)c2)OCC1=O
-2%,-2%,-2,-10,CC(=O)c1c(C)[nH]c(C(=O)OCC(=O)NCCc2ccc(F)cc2)c1C
3%,1%,-1,-81*,COc1ccc(CCNC(=O)NC2CCCCC2)cc1OC
.,-1%,0,39,CC1(C)CC(=O)C2=C(C1)OC(N)=C(C#N)C2CCc1ccccc1 (centres undefined)
-7%,-5%,7,?,O=C(N/N=C\c1ccc(Sc2ccccn2)o1)c1cccc(F)c1
-3%,-6%,1,16,C=CCOc1nc(N2CCCC2)nc(N2CCCC2)n1
-2%,4%,-2,?,CN1/C(=C\C(=O)c2oc3ccccc3c2N)C(C)(C)c2ccccc21
1%[11.4 µM],-1%[11.4 µM],.,.,O=C1COC(c2ccccc2O)=NN1CCCN1CCCC1
.,1%,-3,171,COc1cccc(C(=O)CSc2nnc(-c3cccs3)o2)c1
.,3%,.,?,CCOc1ccc(S(=O)(=O)N/N=C2/CCCC(=O)C2)cc1
-7%,5%,-7,49,CCOc1cc(C(=O)Nc2ccc(N3CCN(S(C)(=O)=O)CC3)cc2)cc(OCC)c1OCC
0%,-6%,4,14,Cc1ccccc1OCC(=O)N(Cc1cccs1)C1CCS(=O)(=O)C1 (centres undefined)
.,-4%,4,1,CCc1nnc(N/N=C/c2ccc(N3CCC(C)CC3)c([N+](=O)[O-])c2)n1N
.,-2%,.,19,Cc1cc(C(=O)CN2C(=O)NC3(CCCCC3C)C2=O)c(C)n1Cc1cccs1 (centres undefined)
.,-7%,-3,-100*,CC(C)n1cc(/C=C2/NC(=O)N(c3cccc(Cl)c3)C2=O)c2ccccc21
-3%,-3%,-18,?,CC(C)C(C(=O)NC1CCCCC1)N(CC1CCCO1)C(=O)CNS(=O)(=O)c1ccc(F)cc1 (centres undefined)
4%,2%,8,-16,CC(C)CN1C(=O)c2ccc(C(=O)Nc3ccncc3)cc2C1=O
.,-4%,0,?,Cc1ccc(Nc2nnc(SCC(=O)NCCN3C(=O)CSC3=O)s2)cc1C
-2%,3%,.,.,Cc1ccc2c(Cl)cc(Cl)c(O)c2n1

Individual results from the list:
Result for CC(C)CN1C(=O)c2ccc(C(=O)Nc3ccncc3)cc2C1=O under 15-hLO-2 inh: 4%
Result for CCCc1[nH]nc2c1C(Cc1ccccc1)C(C#N)=C(N)O2 (centres undefined) under 12-hLO inh: -3%
Result for CCOc1cc(C(=O)Nc2ccc(N3CCN(S(C)(=O)=O)CC3)cc2)cc(OCC)c1OCC under IMPase inh: -7

Back to the main list with the two entries that preceded the break.
15-hLO-2 inh,12-hLO inh,IMPase inh,PNC assembly inh,compound
.,-4%,0,?,Cc1ccc(Nc2nnc(SCC(=O)NCCN3C(=O)CSC3=O)s2)cc1C
-2%,3%,.,.,Cc1ccc2c(Cl)cc(Cl)c(O)c2n1
.,-2%,.,-1,CCOc1ccc(NC(=NCc2ccc3c(c2)OCO3)SC2CC(=O)N(c3ccc(C(=O)O)cc3)C2=O)cc1 (centres undefined)
-26%,?,4,-23,c1coc(-c2nc(-c3ccco3)c(-c3ccco3)nc2-c2ccco2)c1
.,-3%,.,-5,CCCNC(=O)COc1cccc(C(=O)NCc2ccccc2)c1
-7%,-1%,2,14,CC(C)C(=O)N(Cc1cc(=O)[nH]c2ccccc12)c1ccccc1
-4%,-3%,-5,40,Cc1cccc2c1OCC/C2=N\NC(=O)COc1ccccc1
5%,1%,6,10,CC1(C)Cc2c(sc3c2C2=NCCN2C=N3)CS1
-11%,5%,15,28,CCN(CC)c1ccc(NC(=O)CSc2nnc3nc(C)cc(C)n23)cc1
.,0%,-3,?,CC(=O)Nc1ccc(OCC(=O)NCCc2ccc(Cl)cc2)cc1
-4%,12%,-8,4,N#CC1=C(SCC(=O)Nc2ccccc2)NC(=O)CC1c1ccc(O)cc1 (centres undefined)
.,-3%,7,10,CCCCc1nnc(NC(=O)C2CC(=O)N(c3ccc4c(c3)OCCO4)C2)s1 (centres undefined)
12%,10%,1,-26,COc1ccc(C(=O)c2coc3ccc(O)c(CN4CCCC4)c23)cc1
44%[activator],7%,16,19,O=C(NCc1cccnc1)c1ccc(COc2ccc3c(c2)CCC3)o1
-9%,-2%,5,-29,CCOC(=O)c1c(C)[nH]c(C(=O)CSc2nc3ccccc3o2)c1C
1%,-5%,9,36,Cc1cc(C)c(C)c(S(=O)(=O)NCc2ccco2)c1C
-2%,-3%,1,21,CCCCCn1c(Sc2ccccc2)nc2c1c(=O)[nH]c(=O)n2C
.,0%,?,23,Cc1ccc(-n2c(=S)[nH]c3c(oc4ccccc43)c2=O)cc1
32µM*,?,8,.,COc1cc2c(C=O)c3c4c(cc(OC)c(OC)c4c2cc1OC)CCN3C
.,-2%,13,23,Cc1ccc(CNCC(O)(c2ccc(F)cc2)c2ccc(F)cc2)cc1
.,-1%,.,-2,C/C(=N\NC(=O)C(N)=O)c1ccc(Br)cc1
.,-2%,-9,6,COc1ccc2c(Cl)c(C(=O)N/N=C/c3c(C)[nH]c4ccccc34)sc2c1
.,3%,8,50,COc1ccc(-c2n[nH]c(=S)n2/N=C/C=C/c2ccccc2OC)cc1
.,-1%,.,-18,COc1ccc(C(CC(=O)Nc2ccccc2OC)n2cccc2)cc1 (centres undefined)
.,-4%,.,?,CC1CCCN(CCOCCSc2ccccc2)C1 (centres undefined)
-2%,2%,14,47,COc1ccc(-c2nc(CSCC(=O)NC3CCCc4ccccc43)c(C)o2)cc1 (centres undefined)
5%,0%,-1,?,CCN1CCN(S(=O)(=O)c2cc(OC)c(Cl)cc2OC)CC1
22%,-11%,0,7,CC/C(=C\C(=O)c1ccncc1)Nc1ccc(Br)cc1
.,-4%,.,13,Cc1[nH]c2ccccc2c1SCCNC(=O)c1ccc(S(=O)(=O)N2CCCC2)cc1
7%,-1%,5,17,Cc1ccc(C)c(N2CCN(C(=O)Cn3c(=O)[nH]c4ccsc4c3=O)CC2)c1
.,2%,.,33,O=C1OC(c2ccccc2)=N/C1=C\C=C\c1ccccc1[N+](=O)[O-]
.,2%,-5,?,N=c1n(CC(=O)c2ccc([N+](=O)[O-])cc2)c2ccccc2n1Cc1ccc(Cl)cc1
-2%,6%,6,41,COc1ccc(/C=N/N2CCN(C)CC2)cc1O
.,-4%,3,-7,Cc1cc(C2=NNC(=NC3CC3)SC2)c(C)n1-c1ccccc1
.,1%,.,-7,COc1ccc(C(=O)N/N=C/c2ccc(OC)c(CSc3ccccn3)c2)cc1
5%,-11%,-3,-26,O=C(Nc1cccc(F)c1)C1CC(=O)N(c2ccc(Cl)cc2)C1 (centres undefined)
-7%,-4%,4,45,COc1ccc(C(=O)CSc2nnc(CNC(=O)c3ccc(OC)cc3)n2C)cc1
.,-6%,-2,-19,COc1cc(/C=N/NC(=O)C(=O)Nc2ccccn2)ccc1O
.,-2%,.,8,Cc1nc2c(cc1C#N)C(=O)c1ccccc1-2
7%,-10%,8,-19,COc1cc(-c2nnc3sc(-c4cccs4)nn23)cc(OC)c1OC
4%,2%,-1,-15,O=C(NC(NC(=O)c1ccccc1)c1ccccc1)c1ccccc1
.,-1%,.,47,O=C(CN(Cc1cccs1)S(=O)(=O)c1ccc(S(=O)(=O)NC2CCCCC2)cc1)Nc1ccccc1

15-hLO-2 inh, hit marks shown above
15-hLO-2 inh,12-hLO inh,IMPase inh,PNC assembly inh,compound
32µM*,?,8,.,COc1cc2c(C=O)c3c4c(cc(OC)c(OC)c4c2cc1OC)CCN3C

(continued)
15-hLO-2 inh,12-hLO inh,IMPase inh,PNC assembly inh,compound
-7%,0%,0,-1,O=C(NCc1ccccc1)C(Cc1ccccc1)NS(=O)(=O)c1cccc2nsnc12 (centres undefined)
.,2%,.,?,COc1cc(/C=N/NS(=O)(=O)c2ccccc2)ccc1OS(=O)(=O)c1ccc(C)cc1
39%[activator][25.6 µM],-4%[25.6 µM],0[20.6 µM],.,CCCC[C@H](CC)CN1CN(C[C@@H](CC)CCCC)CC(C)(N)C1
-6%,-3%,-8,-4,CCN(CC)S(=O)(=O)c1ccc2c(c1)c(=O)c(C(=O)N1CCc3ccccc3C1)cn2C
-5%,-8%,-5,0,O=C(Nc1ccc2c(c1)oc1ccccc12)c1ccc2c(c1)OCO2
-3%,1%,5,84,CC(=O)c1c(C)[nH]c(C(=O)N2CCc3ccccc3C2)c1C
5%,2%,-6,25,Cc1cc(NC(=O)c2cccc(S(=O)(=O)N3CCCCCC3)c2)no1
0%,6%,3,-8,Cc1c(Cl)c(C(=O)N2CCCc3ccccc32)nn1C
-13%,5%,-3,?,CCSc1ccccc1C(=O)NCc1ccco1
.,-10%,.,0,COc1ccc(N/C=C/C(=O)c2ccc3c(c2)OCO3)cc1OC
-10%,-3%,9,4,N#CC(c1ccc(Cl)nn1)c1ccc(Cl)cc1Cl (centres undefined)
.,-2%,.,7,COC1=CCC2([N+](=O)[O-])CN(CC(=O)O)CC1([N+](=O)[O-])C2 (centres undefined)
-22%,-3%,-1,?,CC(C)Cc1cc(C(=O)Nc2cc(Br)ccc2O)no1
-11%,-7%,-6,35,CC1CCCC(C)N1C(=O)CSc1nc2ccccc2s1 (centres undefined)
-8%,7%,0,-6,CC(C)CCOc1cccc(OCC(=O)NC2CCS(=O)(=O)C2)c1 (centres undefined)
.,-1%,?,-26,O=c1c2ccccc2sc2ccc(Cl)cc12

A different layout for part of the listing above:
Molecule: CC(=O)c1c(C)[nH]c(C(=O)N2CCc3ccccc3C2)c1C
  15-hLO-2 inh: -3%
  12-hLO inh: 1%
  IMPase inh: 5
  PNC assembly inh: 84
Molecule: CC(C)CCOc1cccc(OCC(=O)NC2CCS(=O)(=O)C2)c1 (centres undefined)
  15-hLO-2 inh: -8%
  12-hLO inh: 7%
  IMPase inh: 0
  PNC assembly inh: -6
Molecule: COc1cc(/C=N/NS(=O)(=O)c2ccccc2)ccc1OS(=O)(=O)c1ccc(C)cc1
  15-hLO-2 inh: .
  12-hLO inh: 2%
  IMPase inh: .
  PNC assembly inh: ?
Molecule: COc1ccc(N/C=C/C(=O)c2ccc3c(c2)OCO3)cc1OC
  15-hLO-2 inh: .
  12-hLO inh: -10%
  IMPase inh: .
  PNC assembly inh: 0
